MT1-MMP act inh – inhibitors of human MT1-MMP activation. P50281. HT1080 RFP-PRO-GFP cells, GFP/RFP ratio fluorescence, overnight; percent of plate control window, DMSO zero. GFP/RFP ratio change, % at 20 µM. hit rate 0.061% among 360,000. AID 651647;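 active = GFP/RFP ratio change of at least 30% with cell ATP level not reduced by more than half and red fluorescence within 50% of control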; note: strong numbers were not always called active
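Assay system: HT1080 RFP-PRO-GFP cells | Dosing: 20 µM single dose, 1% DMSO | Incubation: Cells overnight before dosing, compound overnight, 37 °C, 5% CO2 | Evaluation: GFP/RFP fluorescence ratio | Control set: DMSO-only wells and HT1080 RFP-L50D-GFP cell wells as references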
CSN inh – blocks human CSN-mediated cullin deneddylation; Q92905; Purified CSN, SCF-Nedd8-OG deneddylation, fluorescence polarization; inhibition, % at 12.5 µM; hit rate 0.38% among 360,000;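 active = pattern-corrected inhibition above about 35%, with an unprinted fluorescence ratio check between 0.5 and 1.5, limit read from the data, passing the limit was not always enough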;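 note: 0% = enzyme with substrate and 100% = substrate without enzyme; some results filed as inactive read as strong as hits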
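Material: human Csn5 produced in HEK293T cells; Input: enzyme 0.24 nM; Reagent: SCFSkp2-Nedd8OG substrate at 10 nM final; Dosing: 12.5 µM compound; Incubation: 90 min reaction at room temperature; Detection: fluorescence polarization of the substrate; Evaluation: % inhibition of substrate cleavage by Csn5; Control set: substrate-only high control, full reaction low control.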
Rpn11 block – Rpn11 (human) deubiquitinase inhibition; O00487; human 26S proteasome, Ub4-pepOG fluorescence polarization; 20S core pre-blocked with epoxomicin; hit rate 0.59% among 360,000; calls only at 20 µM;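 active = inhibition at 20 µM, scaled to each plate's controls, above about 33%, limit read from the data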
FAS TE block – inhibitors of human fatty acid synthase thioesterase domain. inhibition, % at 15 µM. P49327. recombinant FAS-TE, OMFH fluorogenic substrate, fluorescence endpoint. hit rate 0.67% among 360,000;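 active = compounds whose normalised, plate-corrected inhibition of enzyme fluorescence in the single-dose primary screen is 50% or more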;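 note: 0% = DMSO with enzyme and 100% = substrate without enzyme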
MLLE-PAM2 inh – blocks PAM2 peptide binding to the PABP1 MLLE domain; inhibition, % at 20 µM; AID 588489; hit rate 0.36% among 360,000; P11940; GST-MLLE / FITC-PAM2 fluorescence polarization; in the data active = inhibition above about 35%, passing the limit was not always enough;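 note: plate controls were DMSO wells with GST-MLLE for no effect and wells lacking GST-MLLE protein for full effect; some results filed as inactive read as strong as hits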
Target sequence (P11940 whole entry, looked up, the tested form may be a part): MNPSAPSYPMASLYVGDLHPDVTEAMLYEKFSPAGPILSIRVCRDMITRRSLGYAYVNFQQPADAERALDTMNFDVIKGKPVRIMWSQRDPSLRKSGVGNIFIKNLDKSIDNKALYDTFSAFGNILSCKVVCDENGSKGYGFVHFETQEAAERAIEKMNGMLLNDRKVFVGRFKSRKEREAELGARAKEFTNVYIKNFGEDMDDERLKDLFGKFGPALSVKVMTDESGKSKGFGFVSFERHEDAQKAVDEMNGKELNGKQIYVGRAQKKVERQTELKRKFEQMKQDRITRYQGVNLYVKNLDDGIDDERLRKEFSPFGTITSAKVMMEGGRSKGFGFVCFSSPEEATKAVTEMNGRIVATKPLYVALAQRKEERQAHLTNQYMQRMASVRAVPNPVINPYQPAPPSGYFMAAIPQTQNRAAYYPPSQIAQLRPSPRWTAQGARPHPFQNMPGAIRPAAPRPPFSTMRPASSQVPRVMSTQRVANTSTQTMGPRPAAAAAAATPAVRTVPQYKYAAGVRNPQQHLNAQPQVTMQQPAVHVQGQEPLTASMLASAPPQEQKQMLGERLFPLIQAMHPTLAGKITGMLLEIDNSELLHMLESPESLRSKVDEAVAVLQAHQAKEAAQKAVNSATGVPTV
NadD inh – inhibitors of Staphylococcus aureus NadD. hit rate 0.78% among 360,000. inhibition, % at 20 µM. AID 602399. purified NadD enzyme, colorimetric absorbance read-out; in the data active = inhibition above about 26%; note: some compounds past the cut are filed as inactive
SKN-1 block – blocks SKN-1 activity in C. elegans | C. elegans VP596 Pgst-4::GFP/RFP ratio, acrylamide-induced, 24 h | inhibition, % at 21.8 µM | AID 624304 | hit rate 0.49% among 360,000;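 active = interference check ratio from 0.5 to 1.5 plus GFP to RFP signal ratio inhibition reaching or exceeding a fixed threshold, cut at about 30% in these data, passing the limit was not always enough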; note: some compounds called inactive have numbers as strong as hits
Rin1-Abl PPI inh – inhibitors of human Rin1-Abl protein interaction; P00519+Q13671; TR-FRET Rin1/Abl binding, biochemical; inhibition, % at 7.35 µM; hit rate 0.4% among 360,000; in the data active = inhibition above about 5%, passing the limit was not always enough
Neddyl block – cullin neddylation inhibition | calls only at 25 µM | TR-FRET cullin neddylation, biochemical | hit rate 0.58% among 360,000 | P61081+Q13564; in the data active = inhibition above about 36%
* marks the source's active call; other numbers are inactive results; i = inactive; . = no result given. Not a hit list. About 3.9% of those tested had a hit in this group.

Field names: A = MT1-MMP act inh; B = CSN inh; C = Rpn11 block; D = FAS TE block; E = MLLE-PAM2 inh; F = NadD inh; G = SKN-1 block; H = Rin1-Abl PPI inh; I = Neddyl block
canonical_smiles: CCN(c1ccccc1)c1nc(=O)c2cccnc2s1
  A: -2; B: 4; C: i; D: -4; E: 17; F: 3; G: 9; H: 2; I: i

canonical_smiles: CN(C)CCNC(=O)CNC(=S)N(Cc1ccccc1)Cc1cccnc1
  A: 1; B: -2; C: i; D: -11; E: -63; F: 2; G: 7; H: -2; I: i

canonical_smiles: CN(Cc1ccccc1)C(=O)c1[nH]cnc1C(=O)Nc1ccccc1F
  A: 1; B: 0; C: i; D: -8; E: 4; F: -3; G: -9; H: 2; I: i

canonical_smiles: Cc1ccc2[nH]c3c(=O)n(CCN4CCOCC4)cnc3c2c1
  A: 3; B: -1; C: i; D: -4; E: 9; F: 1; G: 11; H: 3; I: i

canonical_smiles: COC(=O)CCCCCCCCC(=O)Nc1nc2ccccc2s1
  A: -4; B: -4; C: i; D: -5; E: -13; F: -3; G: -25; H: 2; I: i

canonical_smiles: CC(=O)c1cc2c(cc1NC(=O)CN1CCC(Cc3ccccc3)CC1)OCO2
  A: 0; B: -2; C: i; D: 21; E: 7; F: 2; G: -7; H: -3; I: i

canonical_smiles: COc1ccc(-c2csc(C(O)c3ccccc3)n2)cn1 (stereo not drawn)
  A: 0; B: 0; C: i; D: -7; E: 0; F: -5; G: 2; H: -1; I: i

canonical_smiles: CN(C)c1ccc(C(=S)N2CCN(C(=S)Nc3ccc(Cl)cc3)CC2)cc1
  A: -1; B: -4; C: i; D: -5; E: -79; F: 1; G: 3; H: 5; I: i

canonical_smiles: N#Cc1ccc(-c2ccccc2)nc1Sc1ccc(F)cc1
  A: 3; B: -2; C: i; D: 4; E: -7; F: 4; G: 13; H: -1; I: i

canonical_smiles: CCN(CC)C(=O)CSc1nc(C)cc(C)n1
  A: 2; B: -8; C: i; D: -5; E: -3; F: -6; G: 9; H: 1; I: i

canonical_smiles: C=CC[C@@H](CC(=O)N[C@@H](CO)Cc1ccccc1)C(=O)NC[C@@H](OC(=O)[C@@H](CC=C)Cc1ccc(F)cc1)c1ccccc1
  A: -2; B: -2; C: i; D: -2; E: 2; F: 5; G: 28; H: 4; I: i

canonical_smiles: COC(=O)c1ccc(CSc2ncnc3c2nnn3-c2ccc(OC)cc2)o1
  A: 7; B: -1; C: i; D: -29; E: 32; F: -6; G: 7; H: 6; I: i

canonical_smiles: COc1cccc(-c2nc(OC(C)C)c3ccccc3n2)c1
  A: 1; B: 1; C: i; D: 19; E: 3; F: 13; G: 12; H: -1; I: i

canonical_smiles: CCC(=O)N/N=C(\C)CC(=O)Nc1ccc2ccccc2c1
  A: -1; B: 0; C: i; D: -6; E: 2; F: -3; G: 1; H: 2; I: i

canonical_smiles: COc1ccc(OC)c(C2C(C(=O)N(C)C)=C(C)Nc3nc4ccccc4n32)c1 (stereo not drawn)
  A: -1; B: -3; C: i; D: -5; E: -8; F: -1; G: -1; H: 0; I: i

Seven compounds drawn at random from those above, as already listed:
Field names: A = MT1-MMP act inh; B = CSN inh; C = Rpn11 block; D = FAS TE block; E = MLLE-PAM2 inh; F = NadD inh; G = SKN-1 block; H = Rin1-Abl PPI inh; I = Neddyl block
canonical_smiles: CCC(=O)N/N=C(\C)CC(=O)Nc1ccc2ccccc2c1
  A: -1; B: 0; C: i; D: -6; E: 2; F: -3; G: 1; H: 2; I: i

canonical_smiles: CC(=O)c1cc2c(cc1NC(=O)CN1CCC(Cc3ccccc3)CC1)OCO2
  A: 0; B: -2; C: i; D: 21; E: 7; F: 2; G: -7; H: -3; I: i

canonical_smiles: Cc1ccc2[nH]c3c(=O)n(CCN4CCOCC4)cnc3c2c1
  A: 3; B: -1; C: i; D: -4; E: 9; F: 1; G: 11; H: 3; I: i

canonical_smiles: COc1cccc(-c2nc(OC(C)C)c3ccccc3n2)c1
  A: 1; B: 1; C: i; D: 19; E: 3; F: 13; G: 12; H: -1; I: i

canonical_smiles: COc1ccc(OC)c(C2C(C(=O)N(C)C)=C(C)Nc3nc4ccccc4n32)c1 (stereo not drawn)
  A: -1; B: -3; C: i; D: -5; E: -8; F: -1; G: -1; H: 0; I: i

canonical_smiles: COC(=O)c1ccc(CSc2ncnc3c2nnn3-c2ccc(OC)cc2)o1
  A: 7; B: -1; C: i; D: -29; E: 32; F: -6; G: 7; H: 6; I: i

canonical_smiles: CN(C)c1ccc(C(=S)N2CCN(C(=S)Nc3ccc(Cl)cc3)CC2)cc1
  A: -1; B: -4; C: i; D: -5; E: -79; F: 1; G: 3; H: 5; I: i

Following part.
Field names: A = MT1-MMP act inh; B = CSN inh; C = Rpn11 block; D = FAS TE block; E = MLLE-PAM2 inh; F = NadD inh; G = SKN-1 block; H = Rin1-Abl PPI inh; I = Neddyl block
canonical_smiles: COc1ccc(C(=O)/C=C/Nc2ccc(S(=O)(=O)Nc3nc(C)cc(C)n3)cc2)c(OC)c1
  A: -5; B: 2; C: i; D: -5; E: -26; F: 1; G: -9; H: -3; I: i

canonical_smiles: Cc1cccc(NC(=O)Nc2cccc3ccccc23)c1
  A: 0; B: -2; C: i; D: -4; E: -6; F: -3; G: -1; H: -4; I: i

canonical_smiles: CN1CCCC(CC2c3ccccc3Sc3ccccc32)C1 (stereo not drawn)
  A: -6; B: 1; C: i; D: 0; E: -4; F: -2; G: -7; H: -1; I: i

canonical_smiles: NC(=O)COC(=O)CNC(=O)c1ccc(Cl)cc1
  A: 3; B: -3; C: i; D: -1; E: 0; F: -6; G: -2; H: 1; I: i

canonical_smiles: Cc1ccc(NC(=O)CCNS(=O)(=O)c2ccc3[nH]c(=O)oc3c2)c(Cl)c1
  A: -1; B: -2; C: i; D: -6; E: -1; F: 4; G: 7; H: 2; I: i

canonical_smiles: O=C(CCOc1ccccc1)NCc1ccccc1
  A: 1; B: 0; C: i; D: -3; E: -14; F: -4; G: -9; H: 5; I: i

canonical_smiles: Cc1[nH]nc(-c2ccc(OCc3cnn(-c4ccccc4)c3)cc2O)c1Oc1ccccc1F
  A: 8; B: -5; C: i; D: -8; E: 3; F: 17; G: 4; H: 1; I: .

canonical_smiles: COc1cc(C(=O)NC2CC(C)(C)CC(C)(C)C2)ccc1OC1CCN(C(C)=O)CC1
  A: -1; B: 0; C: i; D: -3; E: 3; F: -1; G: -2; H: 1; I: i

canonical_smiles: COC(=O)c1c(NS(=O)(=O)c2ccc(C)cc2)sc2c1CCC(C)C2 (stereo not drawn)
  A: -6; B: 2; C: i; D: 20; E: 13; F: 8; G: 6; H: 3; I: i

canonical_smiles: COCCNC(=O)c1onc(CSc2ccncc2)c1C(=O)NCCOC
  A: -2; B: 1; C: i; D: -6; E: -8; F: 6; G: -5; H: -1; I: i

canonical_smiles: O=S1(=O)C[C@H]2NC(=S)N(c3ccccc3)[C@H]2C1
  A: 3; B: 0; C: i; D: -12; E: -34; F: 1; G: 4; H: -2; I: i

canonical_smiles: COc1cccc(CC2CC(=O)N(CCc3ccc4c(c3)OCO4)C2=O)c1 (stereo not drawn)
  A: 4; B: -5; C: i; D: 5; E: 6; F: -2; G: -5; H: 0; I: i

canonical_smiles: O=C(OCc1ccccc1)N1C=CCC[C@@H]1c1c(Cl)cccc1Br
  A: 1; B: 1; C: i; D: 14; E: -8; F: 2; G: 0; H: 1; I: i

canonical_smiles: COc1ccc(C(=O)NCCN=C2NS(=O)(=O)c3ccccc32)cc1
  A: -1; B: 0; C: i; D: 1; E: -5; F: 1; G: -6; H: -1; I: i
